Bioassay records from PubChem BioAssay.
HIF-2a inh = inhibitors of HIF-2a | actives 0.72% (n = 360,000) | 786-0 RCC cells HIF-2a reporter, luciferase luminescence, overnight | inhibition, % at 18.8 µM;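 active = inhibition of the luminescence signal of 40% or more relative to plate controls, in a single-dose primary screen at 18.75 µM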
TRAIL sens C8 = sensitizes caspase-8 expressing cells to TRAIL; inhibition (viability loss, TRAIL sensitization), % at 10 µM; actives 1% (n = 360,000); NB7+C8 cells + TRAIL, ATPlite viability luminescence;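 active = compounds causing at least 50% loss of cell viability in the single-dose screen, relative to plate controls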
MITF TRPM1 inh = reduces MITF-dependent TRPM1 promoter luciferase signal. actives 0.83% (n = 330,000). inhibition, % at 12.5 µM. SK-MEL-5 TRPM1 promoter luciferase, 24 h;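 active = mean inhibition across replicates of 60% or more, whatever share of single replicates reaches that level; inconclusive = some that reach 60%, reason not given; inactive = mean inhibition across replicates below 60%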; also: values of inactives mirror those of a sister screen read the other way
NR2E3 ag-1 = agonists of human NR2E3 nuclear receptor; Q9Y5X4; CHO-S Gal4-NCOR/VP16-NR2E3 two-hybrid, luciferase; inhibition of corepressor binding, % at 3.98 µM; actives 0.35% (n = 360,000); AID 602229;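 active = inhibition above the mean of all tested compounds plus 3 SD, cut at about 70% in these data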;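 also: 0% = DMSO with NR2E3 transfected cells and 100% = cells lacking NR2E3 construct; higher means lower luciferase signal from less NR2E3 corepressor binding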
Target sequence (Q9Y5X4 whole entry, looked up, the tested form may be a part): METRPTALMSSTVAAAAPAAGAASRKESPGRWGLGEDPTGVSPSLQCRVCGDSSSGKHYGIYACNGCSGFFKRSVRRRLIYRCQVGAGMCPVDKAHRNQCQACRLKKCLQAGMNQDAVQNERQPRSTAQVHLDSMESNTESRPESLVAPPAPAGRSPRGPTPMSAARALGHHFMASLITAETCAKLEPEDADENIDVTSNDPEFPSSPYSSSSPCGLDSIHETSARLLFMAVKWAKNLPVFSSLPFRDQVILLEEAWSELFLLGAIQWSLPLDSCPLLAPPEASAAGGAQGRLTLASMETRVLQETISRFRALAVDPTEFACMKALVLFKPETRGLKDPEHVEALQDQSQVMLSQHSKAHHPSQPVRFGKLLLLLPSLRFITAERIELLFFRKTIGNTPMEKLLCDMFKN
Shn3 inh set2 = reduces Shn3 3'UTR luciferase signal in osteoblasts; AID 588674; inhibition, % at 12.5 µM; actives 0.52% (n = 360,000); Clone20 osteoblast Shn3 3'UTR firefly luciferase, 24 h;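 active = mean inhibition of at least 75% with every replicate also reaching 75%; inconclusive = mean inhibition at least 75% but some replicate below; inactive = mean inhibition below 75%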;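 also: 0% = median of neutral control wells and 100% = pilot-screen positive control compound; some compounds past the cut are filed as inactive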
LMP1 NFkB inh = inhibitors of Epstein-Barr LMP1-induced NF-kappaB reporter; inhibition, % at 12.5 µM; actives 0.69% (n = 350,000); LMP1-induced NF-kappaB luciferase reporter cells, luminescence; AID 504558; in the data active = inhibition above about 41%; inconclusive = no clear call, values can overlap the other calls;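 also: 0% = neutral control wells and 100% = reference inhibitor control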
Peg3 prom inh = reduces Peg3 promoter-driven luciferase expression in HeLa; actives 1.7% (n = 360,000); HeLa PEG-Prom luciferase reporter, luminescence, overnight; inhibition, % at 20 µM;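 active = inhibition of at least 50% at 20 µM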
iPSC survival up = hiPSC single-cell survival enhancement; ATPlite luminescence; 100% = ROCK inhibitor wells, 0% = DMSO; survival enhancement, % at 20 µM; actives 0.044% (n = 360,000); AID 602274; in the data active = survival enhancement above about 18%;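 also: cells exposed to compounds for 16 hours before the ATP read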
CF NFkB block = cystic fibrosis NF-kB activation inhibition | KKLEB NF-kB-GFP reporter, PAF-induced, GFP fluorescence overnight | inhibition, % at 5 µM | actives 0.86% (n = 360,000) | AID 588850;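 active = at least 50% inhibition at 5 µM, scaled per plate between neutral and stimulator controls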;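 also: PAF is a Pseudomonas aeruginosa culture filtrate used as stimulus; plate controls were PAF-stimulated DMSO wells for no effect and unstimulated DMSO wells for full effect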
KKLEB tox = counter-screen for CF NF-kB inhibitors: cytotoxicity | activity change (cytotoxicity), % at 5 µM | actives 0.36% (n = 360,000) | KKLEB CF airway cells viability, ATPlite luminescence, overnight; active compounds read low; cells stimulated with P. aeruginosa culture filtrate | AID 602141;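 active = corrected activity change at or below -50% at 5 µM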
NR2E3 ag-2 = agonists of human nuclear receptor NR2E3. AID 2300. GST-NR2E3/biotin-RetCOR TR-FRET, 1536-well. actives 0.12% (n = 320,000). inhibition of corepressor binding, % at 4.78 µM. Q9Y5X4;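 active = percent inhibition above the cutoff of mean plus 3 SD of all tested compounds, set per screening campaign, cut at about 20% in these data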;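 also: 0% = DMSO wells and 100% = biotin wells as full block of FRET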
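Test system – NR2E3–RetCOR corepressor complex · Quantity – NR2E3 fusion 1.35 nM · Buffer or medium – Tris pH 7.5 · Incubation – Compound–protein incubation for 5 h at 4 °C · Technique – TR-FRET, Eu(K)-anti-GST donor, streptavidin-D2 acceptor, ex 340, em 617/671 nm · Evaluation – percent inhibition of 671/617 nm emission ratio versus biotin and DMSO controls · Plate – 1536-well format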
The depositor's hits bear a star; ? = inconclusive; · = not tested or not shown; & = joins results of further samples. Some of the compounds tested (hit frequency here may not be typical).

SMILES	HIF-2a inh	TRAIL sens C8	MITF TRPM1 inh	NR2E3 ag-1	Shn3 inh set2	LMP1 NFkB inh	Peg3 prom inh	iPSC survival up	CF NFkB block	KKLEB tox	NR2E3 ag-2
COc1cc(C(=O)N2C[C@@H]3CCC[C@H]2C3)ccc1OC1CCN(C(C)=O)CC1	-5	-11	-1	1	9	5	3	0.8	-8	19	3
N#C/C(=C(\O)CCl)c1nnc2n1CCCCC2	-6	-4	-20	-20	-6	8	3	2.8	2	-4	2
CN(C)CCN(Cc1ccccc1)C(=O)C1CCN(c2ncnc3c2nc2n3CCCCC2)CC1	2	6	13	-19	12	-2	-20	-0.4	-4	1	-2
O=C(Nc1cccc(Cl)c1)/C(=C\c1cccnc1)NC(=O)c1ccco1	5	-3	7	-3	-8	6	2	-4.0	11	-8	-4
COc1ccc(CCN=C(N)NS(=O)(=O)c2cc(F)ccc2OC)cc1	15	-10	3	-8	-9	1	24	2.1	5	3	0
COc1cc(OC)cc(C(=O)NNC(=O)C2CCCC2)c1	9	-8	-1	-10	15	0	7	0.1	-4	4	1
O=C(Cc1ccc(Cl)cc1)Nc1ccc(Br)cn1	-161	8	-63	0	-16	?	-140	-0.4	20	3	-1
Cc1cc(C)c(OCCCON2C(=O)CCC2=O)c(Br)c1	-6	22	5	-18	-2	3	-4	0.4	-8	-10	3
O=C(N/N=C/c1c(O)n(-c2ccc(Cl)cn2)c(=O)c2ccccc12)c1ccncc1	-8	-1	-6	-29	-23	2	4	5.9	1	-12	-4
CCCn1c(SCC(=O)NNC(=O)c2ccccc2)nnc1-c1cccnc1	14	-14	-6	10	3	-4	4	0.8	-2	-3	0
NC(=Nc1ccccc1)N(c1ccccc1)c1ccccc1	-13	-9	-16	-15	-6	-5	-29	-1.8	17	-10	·
CCCN1C(=O)c2cc(C(=O)Nc3cccc(C(C)=O)c3)ccc2C1Nc1cccc(C(C)=O)c1 (configuration not stated)	6	17	12	-10	11	-5	47	0.2	-1	-19	4
C=C(C)c1cccc(C(C)(C)NC(=O)Nc2ncccn2)c1	10	12	-19	-6	2	-4	2	-1.4	8	-2	4
Cc1ccc(NC(=O)C2CCCCC2)cc1C	-24	8	1	1	-29	3	-30	4.1	0	13	0
N#CCOc1coc(CN2CCN(c3cccc(Cl)c3)CC2)cc1=O	0	-1	0	0	0	-6	11	0.1	6	2	-2
COc1ccc(-c2cc(C(=O)Nc3cc(OC)cc(C(=O)Nc4cccc(C(F)(F)F)c4)c3)[nH]n2)cc1	-16&-31	43&31	-10	-5&-17	8&18	-13&-2	31&25	-2.8&-3.3	32&34	-26&-32	1
c1ccc(C2=Nn3c(nnc3-c3n[nH]c4c3CCC4)SC2)cc1	-5	-14	6	-13	-6	0	-7	-0.5	-86	-13	4
c1ccc2nc(-c3nc4ccccc4[nH]3)ccc2c1	-4	90*	19	-120	9	-2	-24	-3.6	-14	0	2
Cc1ccc(S(=O)(=O)NCc2ccc(/C=C(/C#N)C(=O)NCc3ccccc3)o2)cc1	2	-6	0	3	-38	3	-3	2.7	6	-6	0
[N-]=[N+]=NCCN1CCN(CCc2ccccc2)CCC1=O	0	-3	-10	0	-1	1	-2	-1.8	-5	5	1

Entries of single compounds, quoted from the list. Order of screens: HIF-2a inh	TRAIL sens C8	MITF TRPM1 inh	NR2E3 ag-1	Shn3 inh set2	LMP1 NFkB inh	Peg3 prom inh	iPSC survival up	CF NFkB block	KKLEB tox	NR2E3 ag-2
Cc1ccc(NC(=O)C2CCCCC2)cc1C as listed: -24	8	1	1	-29	3	-30	4.1	0	13	0
COc1cc(C(=O)N2C[C@@H]3CCC[C@H]2C3)ccc1OC1CCN(C(C)=O)CC1 as listed: -5	-11	-1	1	9	5	3	0.8	-8	19	3

(further entries)
SMILES	HIF-2a inh	TRAIL sens C8	MITF TRPM1 inh	NR2E3 ag-1	Shn3 inh set2	LMP1 NFkB inh	Peg3 prom inh	iPSC survival up	CF NFkB block	KKLEB tox	NR2E3 ag-2
CC(C)CCCN1C(Nc2ccccc2)=NC[C@@H]1C	6	8	3	13	-20	-3	0	0.7	3	4	0
COc1cc(-c2cc3nc(NC4CCCCC4)ccn3n2)cc(OC)c1OC	-57	27	·	18	10	·	28	3.3	-43	11	·
CCCCCCSc1cc(-c2nc3cnccn3c2NCc2ccccc2)ccc1OC	-9	12	-10	-5	9	-1	26	-2.1	6	-8	3
COCCn1c(SCC(=O)N2CCCCC2)nc2c([nH]c3ccccc32)c1=O	16	-3	18	2	13	-14	24	-0.2	-13	-4	0
Cc1cccc(N2C(=O)C3C4CC(=O)C(c5ccccc54)C3C2=O)c1C (configuration not stated)	17	2	-2	6	-13	-6	20	1.4	-3	8	7
CSc1nc2ncc(-c3ccsc3)c(N)n2n1	-21	1	-30	4	-6	-4	-79	-1.3	9	-10	4
CCN(CC)CCCN1CC(=O)N2[C@@H](Cc3c([nH]c4ccccc34)C2(C)C)C1=O	8	-25	2	-4	4	-7	2	-0.2	20	-8	0
COC(=O)[C@H](C)NC(=O)Nc1ccc(C)c(C)c1	13	10	3	13	10	3	11	0.3	-8	1	1
CCOC(=O)Cc1nnc(Nc2ccc(C)cc2C)c2ccccc12	20	-5	-1	-1	7	-2	14	-0.6	-10	8	1
CC(C)C12CN3CC(C(C)C)(CN(C1)C3c1ccccc1)C2O (configuration not stated)	-5	0	3	23	3	0	31	-2.8	10	-12	1
O=C(OCC(=O)N1CCCCC1)c1c[nH]c(=O)[nH]c1=O	9	-7	-5	-9	-20	-5	16	-0.5	-2	9	1
CCOC(=O)C1(Cc2ccccc2)CCCN(C(=O)c2cnn(CC)c2)C1 (configuration not stated)	-219	12	-87	-115	-106	-18	-272	0.9	-16	5	-2
COc1ccc2[nH]c3c(c2c1)CCN1C(=O)C(CC(=O)NCCCN(C)C)C[C@H](C(=O)N(C(C)C)C(C)C)[C@@]31C (some centres not stated)	2	-18	-11	9	-7	-1	-18	0.4	8	3	·
Cc1cc(Br)cn2c(CC(C)(C)C)c(-c3cccc(Cl)c3)nc12	21	1	·	6	19	·	3	-0.4	19	4	·
Cc1ccc(C(=O)N/C(=C/c2ccc(F)cc2)C(=O)NCc2ccncc2)cc1	12	-9	0	12	-3	3	21	1.4	-8	-26	-4
C=C(C)C(O)CC/C(C)=C/Cc1c(O)ccc(C(=O)/C=C/c2ccc(O)cc2)c1O (configuration not stated)	11	48	24	-7	26	-12	29	-0.7	-4	14	·
COc1ccc(CCN2CCCC(CN(C)Cc3cc(OC)ccc3OC)C2)cc1 (configuration not stated)	8	12	-4	-14	14	1	-4	-0.6	1	-6	3
COc1ccc(C(C)C)cc1S(=O)(=O)Nc1ccc(Cl)cn1	15	0	5	-9	-7	-11	-21	3.9	0	10	-2
Cc1ccc(C(c2c(C)nn(-c3ccccc3)c2N)c2c(C)nn(-c3ccccc3)c2N)cc1	30	2	7	-6	13	1	0	-0.4	9	-10	0
COc1cccc(CNC(=O)CCNS(=O)(=O)c2ccc3c(c2)oc(=O)n3C)c1	4	-2	2	22	-11	7	5	-0.5	4	0	1
CCC(C)C(NC(N)=O)C(=O)Nc1ccc(C(=O)OC)cc1 (configuration not stated)	-7	-4	3	-9	-17	-4	1	-0.2	-3	3	6
COc1cccc(CNCc2ccc(C(=O)O)cc2)c1OC	22	8	4	-5	-15	-4	4	-2.2	6	9	0
CCN1CCN(c2ccc(S(=O)(=O)N3CCCCC3)cc2NC(=O)COc2ccc(Cl)cc2)CC1	0	27	-22	1	-12	-5	2	0.2	29	1	0
O=C(O)C(=O)/C(=C\c1ccccc1)c1ccc2ccccc2n1	-216	-5	-3	-129	-165	-52	-248	-1.0	-3	4	-1
O=C(COCc1nc2ccccc2c(=O)[nH]1)NCC1CCCCC1	1	-9	8	-2	-17	-4	4	0.8	-15	-2	-1
Cc1cccc(OCCSCc2nc3ccccc3[nH]2)c1	-10	10	7	28	22	3	0	-0.2	11	-12	1
Cc1cc(OCC(=O)NCc2cccnc2)c2c(C)c(Cc3ccccc3)c(=O)oc2c1	5	2	12	-36	10	9	9	-0.3	9	-5	-1
COc1ccccc1NC(=O)Nc1cc(NC(=O)Nc2ccccc2OC)c(C)nc1C	12	20	13	0	-2	-27	27	2.8	17	-11	5
O=C(CCCC(=O)N(CC(=O)NC1CCCCC1)c1ccccc1F)Nc1ccccn1	20	23	-1	-26	-7	-6	-2	0.7	-15	-4	-1
COc1ccc(Cl)cc1NC(=O)CCCN1C(=O)CCC1=O	-17	-4	-2	-3	-5	-3	-9	-0.6	1	15	0
CCOC(=O)c1ccc(NC(=S)N(CCCN2CCCC2)Cc2cccs2)cc1	3	8	-1	-19	-10	3	-8	0.9	0	6	1
Cc1ccc(N2C(=O)N(CC(=O)N3CCc4ccccc43)C(=O)C2C)cc1 (configuration not stated)	-28	4	·	-20	-10	-21	2	-2.1	0	0	·
COc1ccc(S(=O)(=O)N2CCN(CC(=O)NC3CCCC3)CC2)cc1	8	12	3	-7	14	7	-4	-0.3	14	-1	1
Cc1cc(C(=O)CN2C(=O)C(=O)N(CC(C)C)C2=O)c(C)n1-c1ccccc1F	-99	-2	-20	-9	-6	-10	-54	5.0	19	-11	2
CCOc1cc(/C=N/NC(=O)COc2ccc(C)cc2)ccc1OC(=O)c1cccs1	-5	16	-3	-11	9	0	-7	-2.0	-40	15	0
Cc1ccccc1Cn1nc(C)c(NC(=O)/C=C/c2cnn(C)c2C)c1C	7	-5	-12	-2	-1	-11	-11	2.6	4	-5	1
O=C(/C=C/c1ccc(OC(F)F)cc1)OCC(=O)N1CCc2ccccc21	13	-3	3	-11	-3	-3	9	-0.3	-12	-1	4
O=C(CN1CCC(NC(=O)c2cccc(F)c2)CC1)NCc1ccccc1F	22	-7	4	13	4	-14	14	0.4	0	-5	-1
CCN(C(=O)CSc1ncnc2sccc12)c1c(N)n(Cc2ccccc2)c(=O)[nH]c1=O	9	-18	7	-16	-18	-2	10	-0.4	0	2	2
CCN(CC)S(=O)(=O)c1ccc(NC2c3ncccc3C(=O)N2Cc2ccccc2)cc1 (configuration not stated)	-8	27	-8	12	1	1	5	1.7	-9	5	4
Cc1ccc(-c2nnc(SCCC(=O)N3CCOCC3)o2)cc1	-4	25	1	4	-11	1	-94	-0.6	-20	0	0
COc1cccc(NC(=O)CCS(=O)(=O)c2ccc(Br)cc2)c1	15	20	11	-7	6	6	1	0.1	-22	5	3
CCOCCCNC(=O)C1(O)c2ccccc2NC(=O)N1c1ccc(Cl)cc1 (configuration not stated)	-91	-34	-19	-10	-13	-9	-41	-0.3	-2	1	2
C/C(=N\NC(=O)CSc1nnc(C)s1)c1ccc(O)cc1	20	-9	-1	-10	-3	3	8	-0.6	4	-3	1
